Mcl-1 Bim block: human Bim-Mcl-1 interaction inhibition | 0.1% of 190,000 active | Q07820 | Bead-based flow cytometry, Bim peptide-Mcl-1 binding | inhibition, % at 10 µM | AID 1009;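 also: 0% = no compound tracer wells and 100% = peptide blocker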
Target sequence (Q07820 whole entry, looked up): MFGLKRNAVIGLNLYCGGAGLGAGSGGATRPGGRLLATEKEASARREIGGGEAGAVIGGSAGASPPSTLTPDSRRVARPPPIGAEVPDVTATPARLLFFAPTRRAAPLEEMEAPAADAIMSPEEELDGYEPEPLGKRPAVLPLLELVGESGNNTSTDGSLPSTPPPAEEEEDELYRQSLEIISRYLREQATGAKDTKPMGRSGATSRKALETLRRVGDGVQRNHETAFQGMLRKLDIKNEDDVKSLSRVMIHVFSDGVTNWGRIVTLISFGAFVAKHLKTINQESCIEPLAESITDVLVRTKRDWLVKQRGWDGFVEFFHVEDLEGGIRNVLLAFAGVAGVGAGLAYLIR
Bim-Bcl-XL: human Bim-Bcl-XL interaction inhibition; inhibition, % at 10 µM; Q07817; Bim peptide-Bcl-XL binding, bead flow cytometry, fluorescence; 0.04% of 190,000 active
Mcl1-Bid inh: Mcl-1/Bid interaction inhibition; TR-FRET Mcl-1/Bid-Dy647 peptide binding, 1536-well; inhibition, % at 21.7 µM; 0.97% of 220,000 active; AID 1021;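 active = compounds that cut the binding signal by more than half at the single screening dose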;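 also: His-tagged Mcl-1 with europium anti-His antibody binding Bid BH3 peptide; 0% = Mcl-1 plus peptide wells and 100% = peptide-only wells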
Bim-Bfl-1: disrupts Bim binding to human Bfl-1; 0.12% of 190,000 active; Q16548; Bead-based flow cytometry, Bim-Bfl-1 binding inhibition; inhibition, % at 10 µM;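 also: 0% = wells without compound plus tracer and 100% = blocker peptide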
RGS7-Gao reg: modulates binding of RGS7 to human Galphao | P09471 | binding response (% of control), % at 10 µM | 0.35% of 220,000 active | Multiplexed bead flow cytometry; actives lie on both sides; in the data active = binding response below about 49% or above about 150%; inconclusive = no clear call, values can overlap the other calls; inactive = in between;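 also: fluorescent Galphao held in activated GDP-AlF4 state binding bead-coupled RGS7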
Target sequence (P09471 whole entry, looked up): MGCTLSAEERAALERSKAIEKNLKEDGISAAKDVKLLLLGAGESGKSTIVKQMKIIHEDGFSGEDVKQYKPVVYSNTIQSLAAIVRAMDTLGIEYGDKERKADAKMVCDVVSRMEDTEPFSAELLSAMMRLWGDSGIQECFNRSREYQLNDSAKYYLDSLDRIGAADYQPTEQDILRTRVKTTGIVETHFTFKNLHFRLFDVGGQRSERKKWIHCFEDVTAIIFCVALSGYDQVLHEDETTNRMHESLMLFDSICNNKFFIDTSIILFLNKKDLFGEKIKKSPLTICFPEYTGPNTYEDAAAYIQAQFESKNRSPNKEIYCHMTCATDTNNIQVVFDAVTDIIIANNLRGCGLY
Bim-Bcl-W: human Bim-Bcl-W interaction inhibition | AID 952 | bead-based flow cytometry, Bim peptide-Bcl-W binding | 0.02% of 190,000 active | inhibition, % at 10 µM;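 also: 0% = bound tracer without compound and 100% = peptide blocker; higher means less fluorescent Bim peptide bound to Bcl-W beads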
GSH fluor: GSH bead compound fluorescence profile | GSH beads flow cytometry, compound fluorescence 488/530 nm; active compounds read high | fluorescence (KMESF) at 10 µM | 0.25% of 190,000 active; in the data active = fluorescence above about 89;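 also: glutathione beads carrying GST-tagged Bcl family fusion proteins plus one bare bead set; values are compound well signal with DMSO vehicle wells as background; inactives centre near 16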
RGS8-Gao: human RGS8-Galphao interaction regulation; P09471; multiplexed bead flow cytometry, RGS8-Galphao binding; actives lie on both sides; response (percent of control binding), % at 10 µM; 0.34% of 220,000 active; AID 1423; in the data active = response below about 60% or above about 140%; inactive = in between;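 also: Galphao activated as the GDP aluminium fluoride complex binding bead-coupled RGS8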
Bim-Bcl-2: disrupts Bim peptide binding to human Bcl-2. 0.06% of 190,000 active. Bead-based flow cytometry, Bim peptide-Bcl-2 binding. inhibition, % at 10 µM. P10415. AID 950; in the data active = inhibition above about 40%; inconclusive = no clear call, values can overlap the other calls;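 also: 0% = no compound wells with probe peptide and 100% = reference peptide inhibitor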
Bcl-B Bim block: disrupts Bim peptide binding to human Bcl-B; bead-based flow cytometry; inhibition, % at 10 µM; 0.073% of 190,000 active;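 also: 0% = tracer peptide without compound and 100% = reference inhibitor peptide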
Target sequence (Q9HD36 whole entry, looked up): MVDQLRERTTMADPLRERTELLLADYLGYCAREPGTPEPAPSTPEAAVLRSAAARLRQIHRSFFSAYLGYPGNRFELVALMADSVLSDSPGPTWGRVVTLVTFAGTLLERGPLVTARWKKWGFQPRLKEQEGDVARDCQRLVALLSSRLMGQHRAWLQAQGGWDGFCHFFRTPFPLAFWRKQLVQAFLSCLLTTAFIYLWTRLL
RGS4-Gao reg: modulates binding of RGS4 to human Galphao | P09471 | 0.33% of 220,000 active | AID 1415 | Multiplexed bead flow cytometry; actives lie on both sides | binding response (% of control), % at 10 µM; in the data active = binding response below about 49% or above about 150%; inactive = in between;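 also: fluorescent Galphao activated with aluminum fluoride binding bead-coupled RGS4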
* marks the source's active call; other numbers are inactive results; ? = inconclusive; / = not tested or not shown. Rule as the data show it, unless noted: active = inhibition above about 40%.

SMILES	Mcl-1 Bim block	Bim-Bcl-XL	Mcl1-Bid inh	Bim-Bfl-1	RGS7-Gao reg	Bim-Bcl-W	GSH fluor	RGS8-Gao	Bim-Bcl-2	Bcl-B Bim block	RGS4-Gao reg
Cc1sc2ncnc(OCC(=O)N3CCN(S(=O)(=O)c4ccc(Cl)cc4)CC3)c2c1C	-1	-5	0	-13	98	0	33	105	-5	-5	97
CC(SCc1ccccc1)C(=O)Nc1ccccc1-c1ccccc1 (configuration not stated)	2	5	-9	9	98	5	8	103	4	7	101
O=C(Cn1c(CSc2ccccc2)nc2ccccc21)Nc1ccccc1	-1	-2	-4	-11	99	2	14	102	-10	-9	104
COc1ccc(CC(=O)N2CCN=C2SC)cc1OC	0	-1	-41	-3	?	0	20	100	-1	-7	100
O=C(NCCN1CCN(c2ccccc2)CC1)C1CCCN(S(=O)(=O)c2cnc[nH]2)C1 (configuration not stated)	-1	-2	-55	-10	92	0	13	94	-6	-2	92
COC(=O)c1cc(N=CC2=C(O)CC(C)(C)CC2=O)cc(C(=O)OC)c1	-4	0	-11	0	103	1	5	106	0	-4	104
CC(=O)Nn1c(C)nnc1-n1nc(C)cc1C	0	-9	-3	-12	98	-1	29	96	-5	-6	93
Cc1ccc(S(=O)(=O)NCc2nnc(SCC(=O)Nc3cccc(C)c3C)n2C)cc1	-5	-6	5	-15	103	0	18	101	-7	-6	98
Cc1ccccc1-n1c(=O)c2ccccc2n2nnnc12	-4	-7	0	-6	96	-6	13	100	-7	-6	100
CCOC(=O)C1=C(C)NC(C)=C(C(=O)OCC)C1C(=O)OCC(=O)N1CCCCC1CC (configuration not stated)	-3	-4	-29	-2	97	-3	30	104	-2	-5	99
CN(CCC#N)C(=O)c1ccc(CNS(=O)(=O)c2ccc(F)cc2)cc1	3	0	/	0	100	0	34	103	0	-1	98
O=S(=O)(/C=C/c1ccccc1)NCCc1ccccn1	11	2	-35	0	92	0	8	92	-3	1	91
COc1ccc(-n2cnnc2SC(C)c2nc3sc(C)c(C)c3c(=O)[nH]2)cc1 (configuration not stated)	-2	-11	-13	-6	98	4	38	100	-4	-9	100
CCCCNC(=O)Cn1c(=O)n(C)c2ccccc21	-1	-2	-7	-14	103	0	24	101	-10	-8	102
CN(C)c1ccc(N=Nc2ccccc2C(=O)OCC(=O)NC2CCCC2)cc1	-3	-4	-18	-5	102	-2	12	104	-6	-6	102
O=C(N1CCN=C1SCc1cccnc1)C12CC3CC(CC(C3)C1)C2	-4	-12	-33	-19	98	-2	34	100	-12	-9	100
NNC(=O)CN1C(c2ccc(Cl)cc2)=Nc2ccc(Br)cc2C1c1ccccc1 (configuration not stated)	-5	-8	-12	-6	100	-1	33	102	-4	-8	99
CCc1cccc(C)c1NC(=O)CSc1nc(-c2ccccc2F)nc2nc[nH]c12	-3	-7	10	-2	102	-5	3	115	1	-7	103
O/N=C/c1ccn(-c2ccc(Br)cc2)c1	-3	1	-9	0	97	0	12	98	0	1	98
Cc1ccc(OCc2nc(-c3ccccn3)n[nH]2)cc1	-1	-2	-25	-9	102	0	10	102	-8	-4	102
Cc1cc(-n2[nH]c(C)c(C)c2=O)nc(-c2ccccc2O)n1	3	0	-38	11	93	-2	60	74	9	7	93
O=[N+]([O-])c1ccccc1CSc1nc2ccccc2o1	-5	-7	3	-1	104	-1	12	103	-3	-8	102
CCSc1nnc(-c2ccccc2NC(=O)CC)c(=O)[nH]1	-3	-2	12	-20	97	0	23	99	-10	-5	98
Cc1ccc2oc(-c3ccc(NC(=O)CC(C)C)cc3)nc2c1	0	4	20	0	104	-2	12	103	-2	-4	105
COc1cccc(/C=N/NC(=O)CNC(=O)c2ccc(S(=O)(=O)N3CCCC3)cc2)c1OC	-2	-3	-9	-13	97	-4	11	102	-4	-3	96

The last 4 entries of the section before come first, to join the parts.
SMILES	Mcl-1 Bim block	Bim-Bcl-XL	Mcl1-Bid inh	Bim-Bfl-1	RGS7-Gao reg	Bim-Bcl-W	GSH fluor	RGS8-Gao	Bim-Bcl-2	Bcl-B Bim block	RGS4-Gao reg
O=[N+]([O-])c1ccccc1CSc1nc2ccccc2o1	-5	-7	3	-1	104	-1	12	103	-3	-8	102
CCSc1nnc(-c2ccccc2NC(=O)CC)c(=O)[nH]1	-3	-2	12	-20	97	0	23	99	-10	-5	98
Cc1ccc2oc(-c3ccc(NC(=O)CC(C)C)cc3)nc2c1	0	4	20	0	104	-2	12	103	-2	-4	105
COc1cccc(/C=N/NC(=O)CNC(=O)c2ccc(S(=O)(=O)N3CCCC3)cc2)c1OC	-2	-3	-9	-13	97	-4	11	102	-4	-3	96
CC(=O)Nc1ccc(NC(=O)COC(=O)c2c(C)nn(-c3ccccc3)c2C)cc1	-1	-4	-38	-16	99	-2	9	103	-8	-6	101
Cc1cc2c(c(SCC(N)=O)n1)C(=O)OC2	-5	-5	-3	-10	100	-5	69	98	-3	-7	101
O=C(CSc1nc2ccccc2[nH]1)NC1CCCC1	0	5	-22	10	98	1	18	103	3	1	99
NS(=O)(=O)c1ccc(CCNC(=O)CN2CCN(c3ccccc3O)CC2)cc1	-19	-1	0	-1	94	-8	9	98	-4	0	97
N=C1C(c2nc3ccccc3[nH]2)=C(O)CN1c1ccc(F)cc1	0	0	-72	-8	102	0	29	102	-7	-4	105
CC1(C)C(=O)OC(/C=C\c2cccc([N+](=O)[O-])c2)C(C)(C)C1=O (configuration not stated)	-2	-1	-14	-3	?	-3	14	101	-4	-4	101
COc1ccc2occ(C(=O)c3cccs3)c2c1	0	-1	7	1	105	1	8	105	2	-1	98
CCN(CC)CCCCCOc1ccccc1OC	-2	-2	-15	-1	99	-3	22	104	-4	-2	102
COc1ccccc1CN(Cc1nc2ccccc2c(=O)[nH]1)S(=O)(=O)c1ccc(C)cc1	2	0	-9	-12	101	0	37	102	-11	-9	108
COc1ccc(Cn2nnnc2CN2CCN(c3ccc(OC)cc3)CC2)cc1	-3	-4	-12	-3	102	-1	20	102	-2	-7	101
CCOc1cccc(-c2cc(=O)[nH][nH]2)c1	0	0	-13	-8	100	2	25	102	-8	-2	100
CN(C)S(=O)(=O)c1ccc(NC(=O)N2CCN(c3cccc(C(F)(F)F)c3)CC2)cc1	2	-1	-18	-1	100	2	17	100	1	1	101
COC(=O)c1ccc(NC(=O)Cn2nnc(-c3cccs3)n2)cc1	-3	-7	-57	-6	92	-4	27	100	-9	-9	96
COc1ccc(C2C(C(=O)Nc3cc(C)on3)c3ccccc3C(=O)N2C)cc1 (configuration not stated)	-5	-10	-8	-13	99	0	35	100	-8	-9	97
O=C(O)C1CCCCC1C(=O)Nc1ccc2c(c1)OCCO2 (configuration not stated)	-4	-9	-11	-15	105	0	34	100	-8	-15	101
CCOC(=O)N1CCC(NC(=O)c2cnc3n(c2=O)CCS3)CC1	-3	-2	-5	0	-21*	0	18	2.7*	0	-3	-14*
Cc1nc(Cl)sc1C(=O)Nc1ccccc1	-3	-4	-19	-3	101	-3	11	104	1	-5	102
CCC(C(=O)O/N=C(\N)c1ccc(C)cc1)c1ccccc1 (configuration not stated)	0	0	4	-12	99	1	31	98	-7	-7	100
COC(=O)C1=CN(CCOC23CC4CC(CC(C4)C2)C3)C=C(C(=O)OC)C1c1ccsc1	0	-2	-16	-3	104	-1	13	104	-2	-4	105
CC(C)(C)NC(=O)NC(=O)COC(=O)c1ccco1	-5	11	-46	-10	106	-1	261*	103	-4	-7	102
COc1ccc(NC(=O)c2cc(Br)ccc2Cl)c([N+](=O)[O-])c1	9	-4	-32	-4	94	-3	11	96	-1	-4	93
CCn1c(SCc2cccc(C(=O)O)c2)nnc1-c1ccccc1	1	-6	26	-8	98	2	31	101	-5	-5	103
Cc1ccc(S(=O)(=O)NCCCCCC(N)=O)cc1	1	3	-29	1	107	1	11	104	0	1	109
CCN1CCN(C(=O)c2ccccc2NS(=O)(=O)c2ccc(Cl)cc2)CC1	2	-2	-1	0	?	3	14	101	0	-5	100
O=C(NCc1cccnc1)/C(=C\c1ccc(-c2cccc(Cl)c2)o1)S(=O)(=O)c1ccccc1	-7	-9	49	-13	99	-5	10	94	-2	-10	92
Remaining list, next part.
SMILES	Mcl-1 Bim block	Bim-Bcl-XL	Mcl1-Bid inh	Bim-Bfl-1	RGS7-Gao reg	Bim-Bcl-W	GSH fluor	RGS8-Gao	Bim-Bcl-2	Bcl-B Bim block	RGS4-Gao reg
COc1ccccc1Nc1nc(N)nc(CSC(=S)N2CCC(C)CC2)n1	-3	-8	-32	-2	97	-5	10	99	-7	-6	99
CCCCn1c(O)c(N=NC(=O)c2ccccc2NS(=O)(=O)c2cccs2)c2ccccc21	0	-3	-37	0	101	0	12	102	0	0	101
Cc1cc(C)n2nc(C(=O)NC3CCCc4ccccc43)nc2n1 (configuration not stated)	-5	-2	-24	-7	103	-2	25	105	-4	-8	102
CCOC(=O)N1CCN(C(=O)COc2ccc(S(=O)(=O)NCC(C)C)cc2C)CC1	0	-4	-10	-8	104	0	12	100	-5	-7	100
Cc1sc2nc(NCCO)[nH]c(=O)c2c1C	0	-2	-43	-6	100	0	21	102	-6	-6	101
CCOc1ccccc1C1CC(c2ccc(Cl)cc2)Nc2nc(N)nn21 (configuration not stated)	4	-2	-33	-4	97	6	21	101	0	-3	101
COc1ccc(/C=N/NC(=O)CCc2c(C)n[nH]c2C)cc1OC	-3	-7	11	-17	95	-5	27	100	-9	-10	100
Cc1ccc(-n2ccnc2SCC(=O)N(CC(C)C)C2CCS(=O)(=O)C2)c(C)c1 (configuration not stated)	-2	-2	-20	-8	97	5	23	103	-6	-4	100
Cc1ccc(C)c(CSc2nnc(-c3cccnc3)n2N)c1	0	0	-30	-1	98	0	20	100	-4	0	101
CCn1nc(C)cc1-c1n[nH]c(=S)n1N	3	5	-42	5	95	1	4	84	-2	2	92
O=C(COc1ccc(Br)cc1Br)NC(=O)NC1CCCC1	-1	-2	-14	-5	96	1	24	100	-2	-5	96
CC(Sc1nncn1-c1ccccc1)C(=O)Nc1cccc([N+](=O)[O-])c1 (configuration not stated)	-5	-5	-28	-2	100	-4	13	106	-5	-6	99
CC(C)(O)C#Cc1ccc(C(=O)N2CCN(c3ccc(F)cc3)CC2)cc1	-1	-3	-9	5	101	0	13	102	-2	0	107
COc1cc(-c2cc(N3C(=O)Nc4ccccc4N3O)n[nH]2)cc(OC)c1OC	-1	-3	8	0	102	-4	8	104	0	-2	102
Cc1cccc(NC(=O)CSc2nnc(-c3ccc(S(=O)(=O)N4CCOCC4)cc3)n2C)c1	0	0	8	-2	116	-1	12	101	0	4	105
N#Cc1nc(-c2ccccc2F)oc1NCc1ccccc1	2	2	-17	0	97	1	24	96	-1	2	96
CC(=O)N(CC1CCCO1)c1nnc(-c2cnccn2)s1 (configuration not stated)	2	-6	-14	-12	108	3	5	104	-2	-4	106
O=[N+]([O-])c1ccc(N2CCOCC2)nc1	-1	-1	-21	-1	99	-6	9	95	-4	0	100
O=C(NCCN1C(=O)C2C3C=CC(C3)C2C1=O)Nc1ccc(Br)cc1 (configuration not stated)	0	-8	-7	-6	100	-3	15	99	-4	-5	101
CC(C)(C)NC(=O)C(c1ccncc1)N(Cc1cccs1)C(=O)Cn1nnc(-c2cccs2)n1 (configuration not stated)	-3	-4	-16	-12	97	-1	16	97	-8	-7	97
O=C(C1CCN(c2nnnn2-c2ccccc2)CC1)N1CCN(c2ccccc2)CC1	1	-2	-15	-10	96	0	14	100	-6	-7	100
N=c1oc2c3c4c(cc2cc1C(=O)Nc1ccccc1)CCCN4CCC3	-2	1	-7	-4	99	0	34	102	-1	-6	105
